Bioassay records (PubChem)
Tb PGK inh – qHTS Assay to Find Inhibitors of Phosphoglycerate Kinase; Phosphoglycerate kinase, glycosomal (Trypanosoma brucei brucei), P07378; PGK/GAPDH coupled, Kinase-Glo luminescence, 60 min; Potency, µM (series often up to 57.5 µM), for inactives: at the highest dose activity change, negative = inhibition, usual class: inhibitors; actives 0.043% (n = 380,000); AID 602233, 2012; further: potency means the concentration at half of the fitted maximal effect; on the % scale 0 is the no-effect control and ±100 the full control effect; nearly all actives have a fitted effect of over 60% in size
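Recombinant glycosomal PGK reaction used 1,3-bisphosphoglycerate generated in-well by GAPDH (100nM final) in 100mM TEA pH 7.6, 5mM MgCl2, 0.01% Tween-20. After 60 minutes at room temperature, ATP was read by Kinase-Glo Plus luminescence end-point.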
POLI inh – qHTS for Inhibitors of Polymerase Iota; DNA polymerase iota (Homo sapiens), Q9UNA4; Pol iota fluorescent replication assay, 10 min; Potency, µM (titrated, usually from 115 µM), for the others: at the top dose activity, negative = inhibition, hits mostly inhibitors; actives 1% (n = 390,000); AID 588590, 2011; further: potency means the concentration at half of the fitted maximal effect
Target sequence (Q9UNA4 whole entry, looked up): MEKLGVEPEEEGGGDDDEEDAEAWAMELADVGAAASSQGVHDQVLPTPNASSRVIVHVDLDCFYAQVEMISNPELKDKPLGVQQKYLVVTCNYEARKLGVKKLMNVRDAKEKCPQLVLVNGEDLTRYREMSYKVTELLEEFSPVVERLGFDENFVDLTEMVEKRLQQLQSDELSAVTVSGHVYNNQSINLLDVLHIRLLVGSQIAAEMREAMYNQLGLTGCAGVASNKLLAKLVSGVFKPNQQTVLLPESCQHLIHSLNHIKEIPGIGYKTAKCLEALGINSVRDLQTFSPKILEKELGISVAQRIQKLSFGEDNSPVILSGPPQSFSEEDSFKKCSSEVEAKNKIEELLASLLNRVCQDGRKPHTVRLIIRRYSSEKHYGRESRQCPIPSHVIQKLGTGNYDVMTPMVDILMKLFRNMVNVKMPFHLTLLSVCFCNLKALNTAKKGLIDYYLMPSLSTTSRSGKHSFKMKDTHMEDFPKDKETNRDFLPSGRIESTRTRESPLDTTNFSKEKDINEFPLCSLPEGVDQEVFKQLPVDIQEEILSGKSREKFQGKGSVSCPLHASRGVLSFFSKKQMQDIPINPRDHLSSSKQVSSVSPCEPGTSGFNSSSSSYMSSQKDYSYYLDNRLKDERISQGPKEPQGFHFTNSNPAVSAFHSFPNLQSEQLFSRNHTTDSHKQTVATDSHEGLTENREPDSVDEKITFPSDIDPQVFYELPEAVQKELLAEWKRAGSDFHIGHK
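Fluorescent replication assay read twice, at 0 min and 10 min after adding 50 nM (final) substrate. Enzyme (10 nM) and compounds were first incubated 15 min at room temperature; enzyme-free buffer wells were negative controls.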
POLK inh – qHTS for Inhibitors of Polymerase Kappa. purified Pol kappa, fluorescent DNA synthesis assay, 10 min. Potency, µM (titrated, usually from 107 µM), for the others: at the highest dose activity, negative = inhibition, most hits filed as inhibitors. actives 0.53% (n = 400,000). AID 588579, 2011. DNA polymerase kappa (Homo sapiens), Q9UBT6; further: potency means the concentration at half of the fitted maximal effect; on the % scale 0 is the no-effect control and ±100 the full control effect
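Readout: fluorescence, taken kinetically at 0 and 10 min. Conditions: 10 nM Pol kappa, 15 min RT compound preincubation, 50 nM substrate final. Controls: enzyme-free buffer wells.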
RXFP1 antagonist – qHTS Assay for Antagonists of the Relaxin Receptor RXFP1; actives 0.59% (n = 350,000); Relaxin receptor 1 (Homo sapiens), Q9HBX9; HEK293-RXFP1, relaxin-stimulated cAMP HTRF, 30 min; hits give low values; activity change, negative = inhibition, % at 57.5 µM;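 active means activity change of -60% or lower, but not beyond a set lower limit; inconclusive means change between -60% and -40%, or beyond the set limit; inactive means change above -40%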; further: on the % scale 0 is the no-effect control and ±100 the full control effect
APE1 inh – qHTS Assay for Inhibitors of the Human Apurinic/apyrimidinic Endonuclease 1 (APE1); DNA repair nuclease/redox regulator APEX1 (Homo sapiens), P27695; recombinant APE1, TAMRA/BHQ-2 abasic DNA cleavage fluorescence; Potency, µM (series often up to 65.8 µM), inactives show at the top dose activity change, negative = inhibition, actives largely listed as inhibitors; actives 0.35% (n = 350,000);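 further: potency means the concentration at half of the fitted maximal effect; plate controls were vehicle for no effect and reference inhibitor for full effect; nearly all actives have a fitted effect of over 55% in size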
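Substrate: short duplex with […] THF abasic site, 5'-TAMRA and 3'-BHQ-2, 50 nM final. APE1 at 0.75 nM, preincubated 15 min RT with compound. Fluorescence increase from first to third read measured activity.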
BLM helicase inh – qHTS Assay for Inhibitors of Bloom's syndrome helicase (BLM). RecQ-like DNA helicase BLM (Homo sapiens), P54132. recombinant BLM DNA unwinding, fluorescence dequenching. Potency, µM (highest dose often 56.1 µM), without a hit: at the highest dose activity change, negative = inhibition, actives largely listed as inhibitors. actives 0.2% (n = 350,000). AID 2528, 2010;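 further: potency means the concentration at half of the fitted maximal effect; plate controls were vehicle for no effect and no enzyme for full effect; nearly all actives have a fitted effect of over 35% in size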
Apoferritin bind – qHTS Assay for Identification of Novel General Anesthetics | apoferritin/1-aminoanthracene competitive binding, fluorescence | Potency, µM (top dose mostly 77.5 µM), for inactives: at the highest dose activity change, negative = displacement, hits mostly inhibitors | actives 0.074% (n = 350,000) | Ferritin light chain (Equus caballus), P02791 | AID 485281, 2010; further: potency means the concentration at half of the fitted maximal effect; on the % scale 0 is the no-effect control and ±100 the full control effect; nearly all actives have a fitted effect of over 20% in size
Target sequence (P02791 2-175 limits assumed): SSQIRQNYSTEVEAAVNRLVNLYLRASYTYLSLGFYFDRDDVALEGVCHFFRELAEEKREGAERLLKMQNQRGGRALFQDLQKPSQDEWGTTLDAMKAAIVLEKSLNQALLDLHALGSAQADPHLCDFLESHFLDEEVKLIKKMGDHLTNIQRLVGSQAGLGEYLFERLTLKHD
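Read-out: endpoint 1-AMA fluorescence, excitation 380 nm and emission 535 nm, after compounds sit 10 min at room temperature with 10 uM horse-spleen apoferritin in 50% saturated 1-AMA/PBS. Values come from four-parameter Hill fits.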
POLH inh – qHTS for Inhibitors of Polymerase Eta. actives 1.2% (n = 390,000). Potency, µM (series often up to 114 µM), without a hit: at the top dose activity change, negative = inhibition, most hits filed as inhibitors. AID 588591, 2011. recombinant Pol eta, fluorescent DNA replication assay; further: potency means the concentration at half of the fitted maximal effect; on the % scale 0 is the no-effect control and ±100 the full control effect
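Pol eta at 10 nM preincubated with compounds 15 min at room temperature; reaction started with fluorescent substrate (50 nM final) and read kinetically at 0 and 10 min.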
POLB inh – qHTS Assay for Inhibitors of DNA Polymerase Beta. Potency, µM (highest dose often 114 µM), inactives show at the highest dose activity change, negative = inhibition, actives largely listed as inhibitors. Pol beta primer extension/strand displacement, fluorescence kinetic. P06746. actives 1.3% (n = 340,000). AID 485314, 2010; further: potency means the concentration at half of the fitted maximal effect; on the % scale 0 is the no-effect control and ±100 the full control effect
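Preincubation: enzyme (10 nM) with compound, 15 min, RT. Reaction: substrate added to 50 nM final. Reads: 0 and 10 min. Analysis: normalized, Hill fit.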
Starred values were filed as active, the others as inactive; i = inactive; ? = inconclusive; · = no result given; [ ] = another dose, or the depositor's remark. Unless noted, the call rests on the fitted dose curve; in most records, active means well fitted curve in the direction sought with a large enough effect; inconclusive means small, poorly fitted or top-dose-only effect, or another doubt; inactive means no such curve, though single readings can be large; an effect the other way counts as inactive or inconclusive. Some of the compounds tested, so the mix of outcomes need not match the whole.

SMILES | Tb PGK inh | POLI inh | POLK inh | RXFP1 antagonist | APE1 inh | BLM helicase inh | Apoferritin bind | POLH inh | POLB inh
CCC(=O)Oc1oc(-c2ccccc2)nc1C=Nc1ccc(C)cc1 | -5% | 66%[activator] | -6% | -5 | -1% | -4% | -5% | -5% | 7%
CN(Cc1cccs1)C(=O)CN1C(=O)c2ccccc2S1(=O)=O | -4% | 26% | -17% | 2 | 6% | · | · | -20% | ·
CCOC(=O)c1cnn(-c2cccc(F)c2)c1C1CCNCC1 | 8% | 21% | -9% | · | · | -6% | -5% | -7% | 25%
Cc1c(Cl)cccc1NC(=O)Nc1ccc(C(N)=O)cc1 | 2% | -25% | -5% | -17 | 1% | -18% | -3% | -4% | ?
Cc1nn(CC(=O)N2CCN(C)CC2)c(=O)c2ccccc12 | -3% | 178%[activator] | -8% | -5 | 4% | -1% | -1% | -23% | ?
Cc1ccsc1/C=C1\SC(N2CC(C)OC(C)C2)=NC1=O (stereo not drawn) | -2% | 19% | -19% | -3 | -2% | 4% | 6% | -7% | -8%
Cn1cc(Cl)c(C(=O)NC(=S)Nc2sc3c(c2C#N)CCCCC3)n1 | i | 5% | -23% | -5 | 9% | -1% | -7% | 1% | -22%
Cc1ccccc1Nc1nn2c(=O)c3ccc(C(=O)NCC(C)c4ccccc4)cc3nc2s1 (stereo not drawn) | -4% | 20% | -18% | · | · | -9% | 4% | -9% | 1%
CCOc1cc2c(C#N)c(N3CCNCC3)nc(N)c2c(N)n1 | -1% | -4% | -3% | 4 | 6% | -3% | 37%[activator] | 1% | 6%
O=C(O)CCN1C(=O)c2ccc(NC(=O)c3ccco3)cc2C1=O | -7% | 36%[activator] | -7% | 1 | 1% | 4% | 1% | -5% | 6%
O=C(C(Sc1ccccc1)c1ccccc1)N1CCOCC1 (stereo not drawn) | 7% | 15% | -15% | · | -3% | 0% | -6% | -22% | 17%
Cc1cc(NC(=O)c2cccc(S(=O)(=O)N3CCCC3)c2)no1 | 6% | 3%[58.9 µM] | -5% | -17 | 1% | -2% | -3% | -8% | 3%
CC(=O)C1=C(C)NC(=O)NC1c1cc(Br)ccc1OCC#N (stereo not drawn) | -3% | 10% | -8% | 6 | 1% | -11% | 9% | 7% | 13%
Cc1cc(-c2cccs2)nc(-n2cccc2)n1 | -1% | 13% | -17% | -3 | -8% | -4% | -15% | -23% | 32%[activator]
Cc1cc(C)cc(N(CC(=O)NC2CCCC2)C(=O)c2csnn2)c1 | 3% | ? | -20% | -22 | -9% | 1% | -4% | 0% | 52%
Cc1ccc(-c2n[nH]c(=O)c3ccccc23)cc1S(N)(=O)=O | i | 45%[activator] | 0% | -2 | 6% | -4% | 2% | -14% | 1%
C/C(=N\NC1=NCCN1)c1ccc(N)c([N+](=O)[O-])c1 | -9% | 23% | -17% | 8 | 4% | 8% | -8% | -9% | ?
O=C(NCCCN1CCOCC1)c1cc(Cl)ccc1OCc1ccccc1 | -3% | 24% | -3% | 1 | 57%[activator] | 0% | -9% | -12% | 0%
Cc1[nH]c2ccccc2c1C(=O)CN1C(=O)C(=O)N(CCC2=CCCCC2)C1=O | -13% | 3% | -11% | -15 | -12% | · | · | -18% | ·
COc1cc(CCCN2CCNC[C@H]2Cc2cccc3ccccc23)cc(OC)c1OC | -8% | 17% | -19% | · | -3% | · | · | -16% | ·
C=CCNC(=O)CSc1cc([N+](=O)[O-])cc(S(=O)(=O)Cc2ccccc2)c1 | 0% | 9% | -6% | -8 | 3% | -11% | -11% | ? | -2%
O=C1CC(=O)NC(SCC(=O)Nc2ccccc2[N+](=O)[O-])=N1 | ? | 2.8µM* | 40µM* | -9 | -42% | -17% | 5% | 5.6µM* | ?
CC1Cc2ccccc2N1C(=O)CSc1ncccn1 (stereo not drawn) | -3% | 14% | -4% | 28 | 1% | · | · | 1% | ·
CC(C)(C)C(=O)Nc1ccc(C(=O)OC2CCCCC2)cc1 | · | ? | -8% | 12 | -4% | -8% | ? | 0% | -9%
OC(CNCc1ccco1)COc1ccccc1 (stereo not drawn) | i | 20% | -2% | · | -3% | 0% | -17% | -22% | 18%
COc1ccc(NC(=O)CN2C(=O)COc3ccc(S(=O)(=O)NC4CCCC4)cc32)cc1OC | i | 10% | -5% | 1 | · | 2% | -6% | -8% | 12%
CCOCCN(C(=O)COC)c1cccc(OC)c1 | 9% | ? | -6% | 3 | -2% | 0% | -8% | 2% | 16%
CN(C(=O)c1ccc(OC2CCN(CCc3ccccc3)CC2)cc1)C1CCOC1 (stereo not drawn) | 3% | 99%[activator] | -5% | 0 | 0% | -2% | -6% | -16% | 0%
COc1ccc(S(=O)(=O)N2CC(C)N(C(=O)N3CCOCC3)C2)cc1 (stereo not drawn) | 10% | 25% | -5% | 2 | -9% | 0% | -9% | -1% | 10%
CCOC(=O)C1CN(S(=O)(=O)c2cc(OC)ccc2OC)C1 | · | -28% | 0% | 3 | 34% | -6% | 7% | -2% | 0%
CCCNC(=O)c1ccc2c(c1)ncn2-c1cc(C)cc(C)c1 | 5% | 66%[activator] | 0% | -2 | 2% | -3% | -13% | -8% | 2%
CCOC(=O)c1c(C)[nH]c(C(=O)OCc2ccc([N+](=O)[O-])cc2)c1C | 2% | -1% | -15% | 9 | -7% | -2% | -16% | 6% | 45%
CC(C)CC(=O)Nc1ccnn1C1CCN(C(=O)c2ccc(Cl)cc2F)CC1 | -1% | 2% | 4% | 10 | 24% | -3% | -2% | 6% | 17%
O=C(Cc1ccc(Br)cc1)N1CCN(c2ccccc2O)CC1 | i | 11% | 2% | -7 | 2% | -13% | -14% | -8% | -3%
CC(C)(C)C(=O)Nc1ccnc(-c2cccnc2)n1 | · | · | · | · | 1% | 0% | -7% | · | 38%
CN(Cc1ccccc1)C(=O)c1[nH]cnc1C(=O)NCc1ccc(CNC(=O)OC(C)(C)C)cc1 | 0% | 22% | -17% | · | -17% | · | · | -12% | ·
OC1COC(OCc2ccccc2)C(O)C1O (stereo not drawn) | 1% | -7% | -19% | 18 | 0% | 1% | 37% | -10% | 2%
CN(C(=O)CC1C(=O)NCCN1Cc1ccoc1)C1CCOCC1 (stereo not drawn) | i | 87%[activator] | -11% | 16 | -2% | -5% | -3% | -7% | 5%
CC1CCCC(C)N1C(=O)COC(=O)CNC(=O)c1ccccc1 (stereo not drawn) | i | 11% | -12% | 5 | 3% | · | · | -13% | ·
CC(=O)Nc1ccccc1NC(=O)C/C(C)=N/NC(=O)C1CCCCC1 | -9% | 52%[activator] | 5% | -1 | 19% | 1% | -9% | -4% | 27%
CCOc1ccc(S(=O)(=O)N2CCN(CC)CC2)cc1NC(=O)c1ccccc1F | -9% | 37%[activator] | -2% | -16 | 11% | -6% | -18% | -21% | -2%
CCc1ccc(CNC(=O)CCCn2ccc3cc(S(=O)(=O)N4CCCC4)ccc32)cc1 | -1% | 10% | 1% | -13 | · | -6% | 58%[activator] | -17% | 17%
Cc1ccc(C(CC(=O)NCC2(c3ccccc3)CCCC2)c2ccccc2)c(O)c1 (stereo not drawn) | 11% | ? | ? | -65* | · | -7% | -1% | -15% | -2%
COC(=O)NC1CCS(=O)(=O)C1 (stereo not drawn) | -4% | 5% | 2% | 16 | 5% | 2% | 8% | -6% | 2%
COc1ccccc1NC(=O)C1=C(C)Nc2nc(CCCO)nn2C1c1ccc2c(c1)OCO2 (stereo not drawn) | 1% | 10% | 1% | -3 | -2% | -2% | -11% | -23% | -15%
Brc1ccc2[nH]c3c(NCc4ccccn4)ncnc3c2c1 | -8% | 21% | -6% | -26 | -3% | -8% | -1% | ? | -2%
Cc1cccc(-c2nnn(Cc3nnc(NC(=O)c4ccccc4)s3)n2)c1 | -3% | 2% | -3% | -6 | -4% | -3% | -4% | ? | 33%
COc1ccc(-c2[nH]ncc2CN(C)C(C)c2ccon2)cc1F (stereo not drawn) | i | 46%[activator] | 4% | -13 | -1% | -1% | -6% | -25% | 32%
COc1ccc(CSc2nnnn2-c2ccc(C(=O)O)cc2)cc1 | 8% | 0% | -4%[60.1 µM] | 2 | 22% | 1% | -4% | 7% | 0%
O=C(CSc1nc(-c2ccccc2)no1)N1CCCCC1 | -7% | -10% | 9% | -7 | · | -6% | -14% | -11% | 18%

Continued.
SMILES | Tb PGK inh | POLI inh | POLK inh | RXFP1 antagonist | APE1 inh | BLM helicase inh | Apoferritin bind | POLH inh | POLB inh
O=C(O)c1cc(S(=O)(=O)N2CCCCC2)ccc1N1CCCC1 | -8% | 3% | 0% | 4 | 8% | · | · | -22% | ·
O=C(CN1CCN(S(=O)(=O)c2ccccc2[N+](=O)[O-])CC1)NC(=O)NCc1ccco1 | -8% | -6% | -7% | 2 | -4% | -8% | -16% | -1% | 1%
CCOc1ccccc1C1C(C#N)=C(SCC(=O)OC)NC(=O)C1C(=O)OC (stereo not drawn) | 2% | 48%[activator] | -4% | -7 | -1% | -5% | -12% | -11% | 8%
Cc1cnc(CNc2nc(-c3ccc(N(C)C)cc3)nc3ccccc23)cn1 | · | · | -2%[60.1 µM] | · | -4% | 28µM* | -8% | · | ·
Cc1cc(Nc2cccc(Cl)c2)nc2ccc(NC(=O)Cc3c(F)cccc3Cl)cc12 | -1% | -12% | 2% | · | · | -7% | 244%[activator] | -2% | 25%
CC(=O)[C@H]1CC[C@H]2[C@@H]3CC=C4C[C@@H](OS(=O)(=O)O)CC[C@]4(C)[C@H]3CC[C@]12C | 2% | -6% | -8% | · | · | · | · | -5% | ·
CC(=O)Nc1nnc(C)s1 | i | 1% | 6% | 1 | -1% | -10% | -7% | -6% | -15%
